AI-2 QS modul = modulates the Vibrio harveyi AI-2 quorum sensing system; Vibrio harveyi JMH597 AI-2 luminescence/OD600 ratio, 9 h; hits give low values; strain lacks LuxN and CqsS sensors; 0 = neutral-control median; activity change, % at 7.5 µM; hit rate 0.4% among 300,000; AID 2094; in the data active = activity change below about -75%, passing the limit was not always enough; inconclusive = no clear call, values can overlap the other calls;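 note: luminescence divided by OD600 gain over 9 h not by final OD600 alone; inactives centre near 13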
HSF-1 act = increases HSF-1 driven luciferase reporter signal; NIH3T3-HGL HSF-1 luciferase reporter, MG132, 8 h; 100% = twice DMSO control signal; activation, % at 9 µM; hit rate 1.7% among 300,000;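 active = mean replicate activation of at least 50% with a set share of replicates each reaching 50%; inconclusive = only one of those two conditions met; inactive = mean below 50% and too few replicates reaching it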;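 note: 0% = median of the neutral control wells and 100% = twice that signal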
IEC-6 cytotox = IEC-6 cytotoxicity, counter-screen for KLF5 inhibitors; luminescence viability; hit rate 0.78% among 290,000; inhibition, % at 5 µM; in the data active = inhibition above about 22%;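 note: 0% = plate median of test compound wells and 100% = cytotoxic reference compound wells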
aSyn 5UTR inh = 5' untranslated region of α-synuclein, MLPCN primary screen; hit rate 0.82% among 300,000; inhibition, % (tested at 7.5 µM); AID 1813; alpha-synuclein 5'UTR reporter, inhibitor activity; in the data active = inhibition above about 60%; inconclusive = no clear call, values can overlap the other calls;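 note: H4 neuroglioblastoma cells stably carrying SNCA 5'UTR luciferase fusion; 0% = DMSO wells and 100% = positive control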
KLF5 inhibitor = inhibitors of KLF5 expression | AID 1700 | inhibition, % at 5 µM | DLD-1 KLF5 promoter-luciferase reporter, luminescence | hit rate 0.23% among 290,000;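 active = inhibition above a per-plate limit of that plate's mean compound inhibition plus 3 SD, cut at about 60% in these data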;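 note: 0% = DMSO wells and 100% = LY294002 at 200 µM; higher means less KLF5 promoter-driven luciferase light; inactives centre near -14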
HSP90 inh = inhibitors of HSP90 luciferase refolding in rabbit reticulocyte lysate; inhibition, % at 5.6 µM; hit rate 0.91% among 290,000; luciferase refolding luminescence, 3 h; AID 1789;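 active = inhibition above the screen-wide mean plus 3 SD, computed separately per campaign, cut at about 16% in these data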;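 note: 0% = DMSO wells and 100% = 60 µM geldanamycin wells; inhibitors lower the luminescence because luciferase stays unfolded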
HSF1 inhib = HSF1 inhibition | NIH3T3-HGL HSE-luciferase, MG132-induced, luminescence 8 h; hits give low values | activity change, negative = inhibition, % at 7.5 µM (by protocol) | hit rate 0.77% among 300,000 | AID 2098;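 active = more than half of replicate wells show activity change below -50%, luminescence cut by over half; inconclusive = some wells, but at most half, below -50%; inactive = no replicate well below -50%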;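 note: luciferase reports HSF-1 transcriptional activity via heat shock element; 0% = median of DMSO wells and -100% = zero luminescence signal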
Platelet DG rel = modulates dense granule release in human platelets | human platelet-rich plasma, SFLLRN dense granule ATP release, luminescence | hit rate 0.22% among 300,000 | inhibition, %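 (compounds screened at 7.5 µM in platelet-rich plasma)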;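 active = mean replicate score, as percent of positive control, at or above 50; inconclusive = mean below 50 but at least one replicate at or above 50; inactive = mean and every replicate below 50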
HIF act = HIF pathway transcriptional activation; U2OS HRE-luciferase reporter, luminescence; normalized: DMSO 0%, desferrioxamine 100%; activation, % at 7.5 µM (by protocol); hit rate 0.32% among 300,000;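 active = mean activation of at least 10% of the iron chelator positive control signal, with at least half of replicates also reaching 10%; inconclusive = mean and replicate majority disagree about reaching 10%; inactive = mean and most replicates under 10%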
HDAC3 inhib = inhibitors of human histone deacetylase 3. recombinant HDAC3, fluorogenic peptide/trypsin coupled, fluorescence. inhibition, % at 8.3 µM. hit rate 0.15% among 320,000; in the data active = inhibition above about 26%, passing the limit was not always enough; inconclusive = no clear call, values can overlap the other calls
Target sequence (O15379 whole entry, looked up): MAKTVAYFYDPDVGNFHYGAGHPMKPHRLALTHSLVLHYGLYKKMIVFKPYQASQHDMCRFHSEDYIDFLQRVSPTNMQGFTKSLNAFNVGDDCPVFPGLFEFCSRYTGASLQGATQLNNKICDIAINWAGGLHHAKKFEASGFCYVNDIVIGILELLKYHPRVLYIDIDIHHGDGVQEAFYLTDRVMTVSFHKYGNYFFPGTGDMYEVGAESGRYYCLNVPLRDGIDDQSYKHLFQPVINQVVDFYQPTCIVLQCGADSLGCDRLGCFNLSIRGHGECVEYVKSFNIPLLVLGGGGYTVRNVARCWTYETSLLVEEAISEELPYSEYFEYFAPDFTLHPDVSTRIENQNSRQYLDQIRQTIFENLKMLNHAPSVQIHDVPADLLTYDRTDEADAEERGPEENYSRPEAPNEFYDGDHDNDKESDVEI
* marks the source's active call; other numbers are inactive results; u = inconclusive; x = not tested or not shown.

SMILES	AI-2 QS modul	HSF-1 act	IEC-6 cytotox	aSyn 5UTR inh	KLF5 inhibitor	HSP90 inh	HSF1 inhib	Platelet DG rel	HIF act	HDAC3 inhib
O=C1NC(=O)C(=CN2CCc3ccccc32)C(=O)N1	25	-6	0	6	-14	2	-4	-16	0.3	1
COc1ccc(CCNCc2cccn2C)cc1	0	-2	4	-3	1	-1	3	-2	1.5	-1
CCCCCCC(N)CC(=O)O (stereo not given)	13	-20	0	12	-52	1	-7	-3	0.1	x
CCCCCn1c(=O)c(C(=O)Nc2ncccc2C)c(O)c2ccccc21	11	-2	8	11	22	-1	3	0	0.5	2
CCn1c(O)c(C=NCCN2CCOCC2)c(=O)[nH]c1=S	12	7	0	-9	5	3	-3	10	-0.8	7
CCN(CC)CC(=O)Nc1ccc(Cl)cc1C(=O)c1ccccc1	14	11	-6	10	-37	-2	-2	x	-0.5	15
Cc1cc2oc(=O)cc(-c3cc4ccccc4o3)c2cc1OC(=O)N(C)C	6	-8	0	16	-8	-2	-7	-3	0.1	-4
O=C1NC(=S)NC(=O)C12C(c1ccccc1)NC(=S)NC2c1ccccc1 (stereo not given)	14	-8	-6	-11	-5	0	-9	-6	-0.3	-3
CCOCCCNC(=O)CN1C2CCC1CC(O)(c1ccc(OC)cc1)C2 (stereo not given)	30	-10	-2	-1	-22	-1	-12	-8	x	-2
COc1cccc(CNC(=O)CCC(=O)N2C[C@H]3C[C@H](C2)c2cccc(=O)n2C3)c1OC	33	8	4	18	-14	-2	-4	-1	-0.1	4
Cc1ccsc1CNCCc1ccccc1F	15	-4	-8	-18	-23	4	3	7	-1.2	-2
CC(CCc1ccccc1)NC(C)C(O)c1ccc(O)cc1 (stereo not given)	13	-5	6	-13	-28	-1	-4	-2	-0.2	17
CC1(C)Cc2c(sc3c2C(=O)NC(c2cccnc2)N3)CO1 (stereo not given)	19	7	7	-2	-3	2	4	-12	0.3	-8
O=C(COc1ccccc1)N1CCN(C2CCCC2)CC1	17	47	0	-16	-19	0	16	1	-0.1	-11
Cc1ccc2c(c1)cc1c(=O)n(CC(=O)N3CCC4(CC3)OCCO4)nc(C)n12	17	13	-4	17	-7	2	-4	-19	-0.2	-12
O=C1NC(=O)N(c2ccc3c(c2)OCO3)C(=O)/C1=C/c1ccc(N2CCCC2)o1	13	-4	-2	6	-12	5	-5	-8	-0.4	u
CCCCn1c(=O)c(C(=O)Nc2nnc(C(C)C)s2)c(O)c2ccccc21	23	-7	2	-1	-37	3	1	-5	-0.1	0
O=C(CCl)NCC1CCCO1 (stereo not given)	10	12	-2	17	-18	1	-2	7	0.5	-2
CCc1cc2c(N3CCN(C)CC3)ncnc2s1	2	3	0	-3	-16	6	-1	-7	-1.7	4
NNC(=O)c1ccc(Cl)cc1	0	-3	5	-9	-20	2	0	10	-1.0	1
Cc1ccsc1C(=O)C1CCCN(Cc2cnc(N(C)C)s2)C1 (stereo not given)	6	x	5	-7	-25	-2	x	-4	x	4
O=[N+]([O-])c1cc(-n2cnnn2)c(O)c([N+](=O)[O-])c1	-1	-5	-2	4	-2	5	1	-21	-0.2	x
CC12CC(c3ccccc3O1)C(C(=O)OCc1ccccc1)C(=O)N2 (stereo not given)	10	1	4	-4	-21	4	1	3	0.0	8
Cc1ccc(CS(=O)(=O)CCC(=O)N2CCC3(CC2)OCCO3)cc1	-17	25	12	4	-5	0	3	-2	-0.6	2
Cc1ccc(NC(=O)c2ccc(C)c(S(=O)(=O)N3CCCCC3)c2)nc1	7	-27	x	-35	x	x	-6	-1	0.3	3
Next part.
SMILES	AI-2 QS modul	HSF-1 act	IEC-6 cytotox	aSyn 5UTR inh	KLF5 inhibitor	HSP90 inh	HSF1 inhib	Platelet DG rel	HIF act	HDAC3 inhib
CC(=O)c1ccccc1NC(=O)C1C2CCC(O2)C1C(=O)O (stereo not given)	14	68*	-2	-3	-4	1	38	-1	-0.4	2
Fc1ccc(C(OCCN2CCCC2)c2ccc(F)cc2)cc1	15	10	-4	-7	-7	-2	0	20	-0.8	-7
COC(=O)C1=C(c2cccc(OC)c2OC)C[C@@H]2CC[C@H]1N2C(=O)NCCO	16	-11	x	6	x	x	-4	-1	-1.6	-7
Cc1nc2ccccc2c(=O)n1-c1cc(F)ccc1F	x	-11	2	4	-16	2	-3	-2	-0.4	4
COC(=O)C(NC(=S)N1CC2C[C@@H](C1)Cn1c2cccc1=O)C(C)C (stereo not given in full)	24	6	0	10	-31	3	-1	5	-0.7	x
O=C(c1ccc(Cl)cc1)C1CCCN(Cc2cccc3ncccc23)C1 (stereo not given)	5	-11	-8	0	-23	-2	-3	12	-0.4	3
O=C1C2CCCN2C(c2ccc(Cl)c(Cl)c2)N1c1ccccn1 (stereo not given)	14	0	-4	-2	-35	0	-2	2	0.3	1
O=C(Nc1ccccc1)N1CC2CC(C1)c1cccc(=O)n1C2 (stereo not given)	17	5	0	5	2	1	6	5	-0.1	0
O=C(Nc1ccccc1OC(=O)N1CCCCC1)N1CCCCC1	14	-9	-3	35	-30	-2	-7	-6	-0.4	-7
CCCCN1C(=O)/C(=C\c2ccco2)C(=O)N(CCc2ccccc2)C1=O	14	25	-6	7	-32	-4	5	0	-0.1	1
O=C1NC(=O)N(Cc2cccs2)C(=O)/C1=C/c1ccc(N2CCOCC2)cc1	5	-3	4	-13	-21	1	-1	2	-0.5	-11
O=c1c(/C=N/N2CCOCC2)c(O)n(-c2ccccc2)c(=S)n1-c1ccccc1	13	11	6	-17	-21	3	1	0	0.3	6
c1cncc(CNC2=NCCC2)c1	-5	7	-11	-11	5	-1	-2	0	-0.6	0
O=C(COc1ccccc1)NCCc1cnc[nH]1	9	0	3	4	-8	2	3	0	2.0	12
Cc1ccc2c(c1)CC1(CN2C)C(=O)NC(=O)N(c2ccc(C)c(C)c2)C1=O (stereo not given)	-1	15	1	28	-30	-1	0	-2	-0.2	8
O=c1[nH]c(O)c(Cc2ccc3c(c2)OCO3)c(=O)[nH]1	13	-9	-1	-8	-10	2	-4	8	-0.2	x
Cc1ccc(N2C(=O)NC(=O)/C(=C/c3cnn(-c4ccc(C)cc4)c3)C2=O)cc1	25	-75	-8	-72	-26	0	-70*	5	0.3	0
COc1cccc(CC(=O)N(C)C2CCCN(Cc3ccccc3F)C2)c1 (stereo not given)	34	12	-4	2	-20	-1	4	-3	-16	4
O=C1NC(=O)N(Cc2ccc(F)cc2)C(=O)/C1=C\c1ccc(N2CCCC2)cc1	6	2	0	-16	-27	3	5	-6	0.1	6
Cc1cccc(N/N=C/c2c(O)[nH]c(=S)[nH]c2=O)c1	4	6	x	-11	x	x	3	11	0.7	9
COc1cccc(-n2nc(C(=O)N3CCC4(CC3)OCCO4)c3ccccc3c2=O)c1	x	x	2	x	15	6	x	x	x	1
OC(c1ccc(F)cc1)(c1ccc(F)cc1)[C@@H]1CCCN1	38	-13	6	-8	16	3	8	-3	-0.5	0
CN(C)c1ccc(P(=S)(N(C)C)N(C)C)cc1	41	-2	0	3	-11	-1	-1	1	-0.5	-2
CN1CCN(c2ccc(/C=C3\C(=O)NC(=S)N(c4cccc(Br)c4)C3=O)o2)CC1	67	2	-8	12	-30	1	-7	19	-1.2	8
CN1CCN(Cc2cc3c(cc2[N+](=O)[O-])OCO3)CC1	14	-15	-1	-10	-6	-3	-4	-12	-0.7	0
Other compounds follow:
SMILES	AI-2 QS modul	HSF-1 act	IEC-6 cytotox	aSyn 5UTR inh	KLF5 inhibitor	HSP90 inh	HSF1 inhib	Platelet DG rel	HIF act	HDAC3 inhib
C[C@H]1C/C=C/[C@H]2[C@H](O)[C@H](C)[C@@](C)(O)[C@H]3[C@H](Cc4ccccc4)NC(=O)[C@]32[C@H](O)/C=C/[C@](C)(O)C1	9	17	x	24	x	x	6	-4	-0.9	1
Cn1cc(C(=O)N2CCOCC2)c2ccccc21	22	-8	-1	6	-14	-1	-8	7	-0.1	-5
O=C1NC(=S)N(c2ccc(Br)cc2)C(=O)/C1=C/N1CCN(C(=O)c2ccco2)CC1	17	-7	-1	-13	-10	1	-9	2	2.1	0
CC(C(=O)c1c[nH]c2ccccc12)N1CCc2ccccc2C1 (stereo not given)	3	10	2	-6	-4	-1	5	4	0.2	8
CC/C(=N\NC(=O)c1ccccc1)c1c(O)n(C2CCCCC2)c(=O)[nH]c1=O	x	13	3	-31	-124	-6	9	-7	0.3	8
CCC(=O)N1N=C2C3CCN(CC3)C2C1c1ccccc1 (stereo not given)	12	7	0	-5	17	-3	-6	-7	-0.5	0
O=C(CNC(=O)OCc1ccccc1)Nc1ccc(Br)cc1C(=O)c1ccccc1Cl	10	14	5	21	-28	-1	10	0	0.2	3
Cc1c(C)c2cc(Cl)c(OCC(=O)N3C[C@H]4C[C@@H](C3)c3cccc(=O)n3C4)cc2oc1=O	-5	-5	2	-2	-18	-3	3	-2	-0.1	-2
Cc1ccccc1-n1c(C)nc2ccsc2c1=O	50	4	x	20	x	x	0	4	-0.3	-1
CCOC(=O)c1[nH]ncc1CN1CCCC(C(=O)c2cccc(Cl)c2)C1 (stereo not given)	-2	28	2	8	7	3	9	-3	-0.3	-3
CCCOC(=O)COc1cc(C)cc2oc(=O)c3c(c12)CCC3	16	41	4	2	-11	-1	8	2	0.0	-4
Cc1ccc(C2CN(C)CC2C(=O)c2ccc(F)cc2)cc1 (stereo not given)	-1	-11	-9	-25	-26	-5	-5	0	-0.3	3
O=C(COc1ccccc1)N1CCN(CC2CC3C=CC2C3)CC1 (stereo not given)	16	5	0	-3	-6	3	-5	-3	x	-2
Nc1ccc([As](=O)(O)O)cc1	22	6	-4	-6	-8	-1	0	-2	0.1	2
Cc1cccc(CN2CCCC(C(=O)c3ccc(C(F)(F)F)cc3)C2)n1 (stereo not given)	10	4	5	-1	-26	4	1	0	-0.6	-7
Nc1ccccc1C(=O)OCc1ccc([N+](=O)[O-])cc1	-23	24	-4	-83	-88	-6	5	-6	0.7	2
O=C1NC(=S)N(c2ccccc2)C(=O)/C1=C/c1ccco1	16	11	-8	12	1	7	-6	5	0.8	9
COc1cc2c(cc1OC)-c1c3c(cc4c1[C@@H](C2)N(C)CC4)OCO3	0	6	13	-5	11	0	0	-1	-1.2	-16
COc1ccc(N2CCN(CCCN)CC2)cc1	12	9	8	1	15	1	-6	63*	0.3	-3
CC/C(=N\NC(N)=O)c1c(O)[nH]c(=O)[nH]c1=O	-4	-2	-4	3	6	-4	0	3	-0.2	0
CCc1ccccc1NC(=O)CNC1CCCCC1	25	-4	-3	4	-12	-4	-1	0	0.2	2
O=C(CCN1CCOCC1)NCC(=O)Nc1ccc(Br)cc1C(=O)c1ccccc1	7	-5	6	-6	-13	0	-1	-9	-1.8	6
O[C@H]1[C@H](O)[C@@H](O)CN2CC[C@H](O)[C@H]12	14	10	-4	-4	-25	-1	4	0	0.0	-3

Only part of the results is shown; count on the stated rates, not on these rows.
